Screening data: PubChem, several laboratories
Cdc42 wt = changes GTP binding to wildtype human Cdc42 | AID 761 | P60953 | hit rate 0.2% among 190,000 | percent activity (GTP binding), % at 10 µM | GST-Cdc42 beads, Bodipy-GTP binding, flow cytometry; actives lie on both sides;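 active = percent activity GTP binding at least 20 points away from the 100% baseline, either down as inhibitor or up as activator; inconclusive = compound flagged as likely green fluorescent from well-wide comparison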;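 also: median bead fluorescence of bound Bodipy-FL-GTP at 100 nM; 0% = excess unlabeled GTP control and 100% = no compound control; below 100% means less GTP binding so inhibitor and above means activator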
Target sequence (P60953 whole entry, looked up): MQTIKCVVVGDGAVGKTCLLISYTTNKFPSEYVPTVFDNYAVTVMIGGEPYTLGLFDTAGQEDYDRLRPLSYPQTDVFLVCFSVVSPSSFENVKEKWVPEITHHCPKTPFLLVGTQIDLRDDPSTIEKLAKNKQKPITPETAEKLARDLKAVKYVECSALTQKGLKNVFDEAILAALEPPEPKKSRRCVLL
Pf gamet viab = kills late stage P. falciparum gametocytes. P. falciparum stage V gametocytes, ATP luminescence, 24 h. inhibition, % at 10.9 µM. hit rate 0.065% among 150,000. AID 743093;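 active = inhibition above the mean plus 3 SD of compounds within the control limits, set per campaign, cut at about 38% in these data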;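 also: 0% = DMSO wells and 100% = medium only without gametocytes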
Mcl1-Bid inh = disrupts binding of human Mcl-1 to Bid peptide | Q07820 | TR-FRET Mcl-1/Bid-Dy647 peptide binding, 1536-well | inhibition, % at 21.7 µM | hit rate 0.97% among 220,000;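 active = compounds that cut the binding signal by more than half at the single screening dose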;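 also: His-tagged Mcl-1 with europium anti-His antibody binding Bid BH3 peptide; 0% = Mcl-1 plus peptide wells and 100% = peptide-only wells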
Target sequence (Q07820 whole entry, looked up): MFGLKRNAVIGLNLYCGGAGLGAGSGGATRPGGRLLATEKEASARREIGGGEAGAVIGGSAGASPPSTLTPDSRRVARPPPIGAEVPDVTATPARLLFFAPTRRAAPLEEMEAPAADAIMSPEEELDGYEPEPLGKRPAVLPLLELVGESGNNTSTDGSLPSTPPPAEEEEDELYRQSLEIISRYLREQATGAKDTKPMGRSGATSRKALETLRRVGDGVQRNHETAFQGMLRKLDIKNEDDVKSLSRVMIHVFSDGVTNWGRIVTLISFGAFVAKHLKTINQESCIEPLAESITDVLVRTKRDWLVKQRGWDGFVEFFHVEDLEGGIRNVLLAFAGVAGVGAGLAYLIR
Avidin bead fluor = avidin bead compound fluorescence profile | hit rate 0.38% among 220,000 | fluorescence (KMESF) at 10 µM | Avidin beads, compound fluorescence 488/530 nm, flow cytometry; active compounds read high; in the data active = fluorescence above about 47; also: inactives centre near 10
Rac1 act GTP bind = human Rac1 activated mutant GTP binding change | AID 764 | percent activity (GTP binding), % at 10 µM | GST-Rac1 activated beads, fluorescent GTP binding, flow cytometry; actives lie on both sides; 100% means binding = to untreated wells | hit rate 0.11% among 190,000 | P63000;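 active = GTP binding at least 20 percentage points away from the 100% baseline, in either direction, so actives lie on both sides; inconclusive = Compound likely fluorescent itself, or too few beads counted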
Rac1 wt modul = alters GTP binding to wildtype human Rac1 | GST-Rac1 beads, fluorescent GTP binding, flow cytometry; actives lie on both sides; 0 = cold GTP competed, 100 = untreated | GTP binding activity (% of control), % at 10 µM | hit rate 0.27% among 190,000;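 active = GTP binding activity at least 20 points away from the 100% control level, either lower or higher; inconclusive = compound flagged as likely green fluorescent, judged across all proteins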
HRas wt GTP bind = changes GTP binding to wildtype human HRas; GST-Ras wt beads, Bodipy-FL-GTP binding, flow cytometry; actives lie on both sides; hit rate 0.14% among 190,000; P01112; GTP binding activity, % at 10 µM;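 active = GTP binding activity at least 20% away from the 100% baseline, either lowered as inhibitor or raised as activator; inconclusive = flagged as likely green fluorescent, judged across all proteins in the well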;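 also: 0% = unlabeled GTP competition control and 100% = no-compound control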
Target sequence (P01112 whole entry, looked up): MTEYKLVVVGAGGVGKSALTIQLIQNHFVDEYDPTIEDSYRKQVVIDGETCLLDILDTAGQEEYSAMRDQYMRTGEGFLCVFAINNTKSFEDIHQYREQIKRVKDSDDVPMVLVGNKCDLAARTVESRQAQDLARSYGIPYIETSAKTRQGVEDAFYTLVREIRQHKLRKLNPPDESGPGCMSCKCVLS
Mcl1 Noxa PPI = disrupts binding of human Mcl-1 to Noxa peptide; Q07820; TR-FRET Mcl-1/Noxa peptide binding, 2 h; inhibition, % at 21.7 µM; hit rate 1.5% among 220,000; AID 1022;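 active = compounds that cut the protein-peptide binding signal by more than 50% relative to plate controls in a single-dose test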;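 also: His-tagged Mcl-1 with rhodamine Noxa BH3 peptide and terbium anti-His antibody; 0% = Mcl-1 plus Noxa peptide wells and 100% = peptide-only wells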
Rab7 wt GTP bind = alters GTP binding to wildtype dog Rab7; AID 758; GST-Rab7 beads, fluorescent GTP binding, flow cytometry; actives lie on both sides; untreated = 100%, excess cold GTP = 0%; GTP binding activity (percent of control), % at 10 µM; hit rate 0.055% among 190,000;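 active = fluorescent GTP binding to Rab7 beads changed by at least 20 points from the 100% baseline, either direction, mostly lower; inconclusive = compound itself probably fluorescent, or too few beads counted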;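 also: median green fluorescence of bound Bodipy-FL-GTP per Rab7 bead population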
Rab2 wt GTP = changes GTP binding to wildtype dog Rab2A, up or down; P61105; GTP binding activity, % at 10 µM; hit rate 0.19% among 190,000; GST-Rab2 wt beads, Bodipy-GTP binding, flow cytometry; AID 760;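 active = GTP binding activity at least 20 points away from 100%, either lowered or raised; inconclusive = signal likely due to the compound's own green fluorescence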;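 also: 0% = beads with excess unlabeled GTP and 100% = no-compound control corrected for plate trend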
GSH fluor = compound fluoresces at 488/530 nm on GSH beads; hit rate 0.25% among 190,000; fluorescence (KMESF) at 10 µM; AID 1776; GSH beads flow cytometry, compound fluorescence 488/530 nm; active compounds read high; in the data active = fluorescence above about 89;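 also: glutathione beads carrying GST-tagged Bcl family fusion proteins plus one bare bead set; values are compound well signal with DMSO vehicle wells as background; inactives centre near 16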
Starred values were filed as active, the others as inactive; u = inconclusive; x = no result given.

| no. | mol | Cdc42 wt | Pf gamet viab | Mcl1-Bid inh | Avidin bead fluor | Rac1 act GTP bind | Rac1 wt modul | HRas wt GTP bind | Mcl1 Noxa PPI | Rab7 wt GTP bind | Rab2 wt GTP | GSH fluor |
| --- | --- | --- | --- | --- | --- | --- | --- | --- | --- | --- | --- | --- |
| 1 | COc1ccccc1N1CCN(C(=O)c2nn(-c3ccccc3OC)c(=O)c3ccccc23)CC1 | 104 | -6 | -24 | 35 | 100 | 107 | 101 | -14 | 103 | 103 | 24 |
| 2 | CN1C(=O)CC(N2CCC(c3nc4ccccc4s3)CC2)C1=O (stereo not given) | 103 | 11 | -10 | 33 | 94 | 106 | 98 | -4 | 101 | 98 | 24 |
| 3 | CCn1c(SCc2nc3ccccc3s2)nnc1-c1cccs1 | 105 | x | -18 | 16 | 102 | 103 | 102 | 9 | 101 | 102 | 23 |
| 4 | COc1ccc(CNC(=O)C2(c3ccc(Cl)cc3)CC2)cc1 | 103 | 1 | -4 | 5 | 100 | 106 | 103 | 4 | 101 | 100 | 9 |
| 5 | Cc1ccc(NC(=O)CSc2nnc(/N=C/N(C)C)s2)cc1 | 97 | 23 | -4 | 7 | 97 | 100 | 96 | 13 | 100 | 94 | 13 |
| 6 | O=C(Nc1ccc2c(c1)CCC2)c1ccc(Br)o1 | 100 | x | -24 | 41 | 98 | 102 | 100 | -4 | 101 | 102 | 30 |
| 7 | O=C(O)C1CC(c2ccccc2F)=NO1 (stereo not given) | 105 | x | -12 | 8 | 100 | 110 | 102 | 12 | 106 | 105 | 12 |
| 8 | COc1ccccc1-c1nnc2n1N=C(C(C)(C)C)CS2 | 104 | -40 | -11 | 1 | 102 | 105 | 103 | 12 | 100 | 103 | 44 |

The last two compounds of the section before are carried over, then new ones follow.
| no. | mol | Cdc42 wt | Pf gamet viab | Mcl1-Bid inh | Avidin bead fluor | Rac1 act GTP bind | Rac1 wt modul | HRas wt GTP bind | Mcl1 Noxa PPI | Rab7 wt GTP bind | Rab2 wt GTP | GSH fluor |
| --- | --- | --- | --- | --- | --- | --- | --- | --- | --- | --- | --- | --- |
| 7 | O=C(O)C1CC(c2ccccc2F)=NO1 (stereo not given) | 105 | x | -12 | 8 | 100 | 110 | 102 | 12 | 106 | 105 | 12 |
| 8 | COc1ccccc1-c1nnc2n1N=C(C(C)(C)C)CS2 | 104 | -40 | -11 | 1 | 102 | 105 | 103 | 12 | 100 | 103 | 44 |
| 9 | O=C(NC1(C(F)(F)F)N=C2SCCN2C1=O)c1cccnc1 (stereo not given) | 102 | 10 | -5 | 1 | 101 | 105 | 105 | -3 | 104 | 102 | 5 |
| 10 | COC(=O)c1ccc(Cl)c(NC(=O)CN2CCOCC2)c1 | 101 | x | -6 | 12 | 99 | 101 | 101 | 7 | 98 | 99 | 25 |
| 11 | O=C(CSc1nnc(CNC(=O)c2cccs2)o1)c1ccc(Cl)cc1 | 98 | x | 48 | 4 | 96 | 100 | 97 | 15 | 99 | 98 | 53 |
| 12 | CN(Cc1cnccn1)C(=O)CC1C(=O)NCCN1CC(c1ccccc1)c1ccccc1 (stereo not given) | 100 | -1 | -33 | 6 | 94 | 101 | 99 | 8 | 107 | 100 | 18 |
| 13 | Cc1ccc(C(=O)OCCc2sc[n+](Cc3ccccc3)c2C)cc1 | 103 | 3 | -6 | 11 | 98 | 102 | 99 | 19 | 100 | 99 | 18 |
| 14 | Cc1onc(-c2ccccc2Cl)c1C(=O)OCC(=O)c1ccccc1 | 100 | -3 | -2 | 8 | 100 | 102 | 100 | 10 | 98 | 99 | 42 |
| 15 | C#CCNC(=O)C1=C[C@H](C2CCCCC2)C[C@H](OCCCCO)O1 | 97 | 11 | 5 | 6 | 97 | 101 | 97 | 1 | 106 | 98 | 20 |
| 16 | CN1CC(=O)NC1=NC(=O)C12CC3CC(CC(C3)C1)C2 | 103 | x | 1 | 33 | 99 | 109 | 102 | 11 | 103 | 103 | 24 |

The final six compounds of the part before lead into the next.
| no. | mol | Cdc42 wt | Pf gamet viab | Mcl1-Bid inh | Avidin bead fluor | Rac1 act GTP bind | Rac1 wt modul | HRas wt GTP bind | Mcl1 Noxa PPI | Rab7 wt GTP bind | Rab2 wt GTP | GSH fluor |
| --- | --- | --- | --- | --- | --- | --- | --- | --- | --- | --- | --- | --- |
| 11 | O=C(CSc1nnc(CNC(=O)c2cccs2)o1)c1ccc(Cl)cc1 | 98 | x | 48 | 4 | 96 | 100 | 97 | 15 | 99 | 98 | 53 |
| 12 | CN(Cc1cnccn1)C(=O)CC1C(=O)NCCN1CC(c1ccccc1)c1ccccc1 (stereo not given) | 100 | -1 | -33 | 6 | 94 | 101 | 99 | 8 | 107 | 100 | 18 |
| 13 | Cc1ccc(C(=O)OCCc2sc[n+](Cc3ccccc3)c2C)cc1 | 103 | 3 | -6 | 11 | 98 | 102 | 99 | 19 | 100 | 99 | 18 |
| 14 | Cc1onc(-c2ccccc2Cl)c1C(=O)OCC(=O)c1ccccc1 | 100 | -3 | -2 | 8 | 100 | 102 | 100 | 10 | 98 | 99 | 42 |
| 15 | C#CCNC(=O)C1=C[C@H](C2CCCCC2)C[C@H](OCCCCO)O1 | 97 | 11 | 5 | 6 | 97 | 101 | 97 | 1 | 106 | 98 | 20 |
| 16 | CN1CC(=O)NC1=NC(=O)C12CC3CC(CC(C3)C1)C2 | 103 | x | 1 | 33 | 99 | 109 | 102 | 11 | 103 | 103 | 24 |
| 17 | CCOC(=O)Cc1csc(NC(=O)NC2(C(F)(F)F)Oc3ccccc3O2)n1 | 99 | 18 | -29 | 11 | 99 | 104 | 99 | -5 | 102 | 99 | 34 |
| 18 | CC1(C)N([O-])C2=C(c3ccccc3C2=O)[N+](=O)C1(C)C | 103 | x | -49 | 11 | 99 | 106 | 104 | 2 | 106 | 101 | 41 |
| 19 | CCOC(=O)N1CCC(N2CCN(Cc3ccc(C)o3)C(CCO)C2)CC1 (stereo not given) | 97 | 15 | -38 | 8 | 97 | 98 | 98 | 11 | 95 | 98 | 7 |
| 20 | COc1ccc(-c2csc(NC(=O)COC(=O)Cc3ccc(Cl)cc3Cl)n2)cc1 | 95 | x | -12 | 12 | 98 | 99 | 97 | 19 | 97 | 95 | 11 |
| 21 | Cc1ccnc(NC(=O)CCCOc2ccccc2)c1 | 93 | 17 | -9 | 8 | 98 | 96 | 96 | -12 | 100 | 97 | 17 |
| 22 | CCOc1ccc(NC(=O)CSc2nc3cccnc3n2CCOC)cc1 | u | -1 | -5 | 10 | u | u | u | 11 | u | u | 30 |

3 entries out of the list, sorted by SMILES length, rising:
| no. | mol | Cdc42 wt | Pf gamet viab | Mcl1-Bid inh | Avidin bead fluor | Rac1 act GTP bind | Rac1 wt modul | HRas wt GTP bind | Mcl1 Noxa PPI | Rab7 wt GTP bind | Rab2 wt GTP | GSH fluor |
| --- | --- | --- | --- | --- | --- | --- | --- | --- | --- | --- | --- | --- |
| 21 | Cc1ccnc(NC(=O)CCCOc2ccccc2)c1 | 93 | 17 | -9 | 8 | 98 | 96 | 96 | -12 | 100 | 97 | 17 |
| 22 | CCOc1ccc(NC(=O)CSc2nc3cccnc3n2CCOC)cc1 | u | -1 | -5 | 10 | u | u | u | 11 | u | u | 30 |
| 17 | CCOC(=O)Cc1csc(NC(=O)NC2(C(F)(F)F)Oc3ccccc3O2)n1 | 99 | 18 | -29 | 11 | 99 | 104 | 99 | -5 | 102 | 99 | 34 |
